# LYPLA2 inh: counter-screen for PME1 inhibitors: inhibitors of human LYPLA2 | O95372 | recombinant LYPLA2, FP-Rh probe fluorescence polarization | inhibition, % at 5.9 µM | actives 0.38% (n = 320,000);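 active means inhibition above the screen-wide mean plus 3 SD, limit set per campaign, cut at about 26% in these data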;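 further: 0% = LYPLA2 with DMSO and 100% = wells lacking LYPLA2 enzyme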
# PAD4 inh: PAD4 (human) enzyme inhibition; Q9UM07; recombinant PAD4, RCA probe fluorescence polarization; inhibition, % at 6.36 µM; actives 0.41% (n = 330,000);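 active means percent inhibition above a cutoff equal to the mean of all tested compounds plus 3 SD, cut at about 15% in these data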;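 further: 0% = PAD4 with RCA probe and DMSO and 100% = probe without PAD4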
# Target sequence (Q9UM07 whole entry, looked up): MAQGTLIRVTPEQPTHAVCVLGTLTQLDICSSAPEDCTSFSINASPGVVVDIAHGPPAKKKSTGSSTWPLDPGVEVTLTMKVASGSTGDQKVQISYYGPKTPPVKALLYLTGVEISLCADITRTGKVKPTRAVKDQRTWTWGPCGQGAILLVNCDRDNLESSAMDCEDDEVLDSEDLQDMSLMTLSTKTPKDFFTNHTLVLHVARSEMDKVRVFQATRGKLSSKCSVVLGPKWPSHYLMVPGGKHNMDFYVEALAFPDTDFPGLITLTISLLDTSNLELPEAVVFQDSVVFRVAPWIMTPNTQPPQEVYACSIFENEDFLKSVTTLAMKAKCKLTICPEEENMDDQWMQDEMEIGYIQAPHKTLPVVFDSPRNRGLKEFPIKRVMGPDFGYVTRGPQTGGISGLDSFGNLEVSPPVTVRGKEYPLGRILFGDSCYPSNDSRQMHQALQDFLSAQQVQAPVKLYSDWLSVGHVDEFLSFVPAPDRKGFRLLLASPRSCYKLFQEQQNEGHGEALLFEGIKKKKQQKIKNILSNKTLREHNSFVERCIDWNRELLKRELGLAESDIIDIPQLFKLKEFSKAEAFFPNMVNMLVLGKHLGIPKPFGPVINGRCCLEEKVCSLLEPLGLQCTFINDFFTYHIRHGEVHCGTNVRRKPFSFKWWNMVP
# ZTA DNA inh: counter-screen for EBNA-1 inhibitors: inhibitors of Epstein-Barr virus ZTA | P03206 | ZTA-DNA binding, fluorescence polarization | inhibition, % at 11 µM | actives 0.15% (n = 320,000); in the data active means inhibition above about 33%
# GSTO1 inh: counter-screen for RBBP9 inhibitors: inhibitors of human GSTO1 | actives 1.1% (n = 300,000) | inhibition, % at 5.96 µM | recombinant GSTO1, activity-based probe fluorescence polarization | AID 1974;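 active means inhibition above the campaign mean inhibition plus 3 SD, cut at about 35% in these data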;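 further: 0% = GSTO1-1 with DMSO and 100% = wells lacking GSTO1-1 enzyme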
# Target sequence (P78417 whole entry, looked up): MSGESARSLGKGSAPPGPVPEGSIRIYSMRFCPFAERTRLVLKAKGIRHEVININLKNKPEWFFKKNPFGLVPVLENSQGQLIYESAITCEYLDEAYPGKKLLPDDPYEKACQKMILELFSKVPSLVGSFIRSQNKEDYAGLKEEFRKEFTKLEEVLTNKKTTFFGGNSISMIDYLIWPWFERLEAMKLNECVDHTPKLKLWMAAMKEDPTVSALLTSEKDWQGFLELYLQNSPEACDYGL
# LYPLA1 counter: blocks human lysophospholipase 1, a PME1 counter-screen; recombinant LYPLA1, FP-Rh probe fluorescence polarization; inhibition, % at 5.9 µM; O75608; AID 2174; actives 0.16% (n = 320,000);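 active means inhibition above the mean of all tested compounds plus 3 SD, set per campaign, cut at about 14% in these data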;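 further: inhibitors block serine hydrolase probe labeling of LYPLA1 so polarization falls; 0% = enzyme with DMSO and 100% = wells lacking LYPLA1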
# PAFAH1B3 inh: PAFAH1B3 (human) inhibition | Q15102 | recombinant PAFAH1B3, FP-rhodamine probe, fluorescence polarization | inhibition, % at 3.39 µM | actives 0.28% (n = 340,000) | AID 492972;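 active means inhibition above the screen-wide average of all tested compounds plus 3 SD, cut at about 25% in these data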;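 further: 0% = enzyme with DMSO only and 100% = wells lacking PAFAH1B3 protein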
# PREPL inhibitor: inhibits the human prolyl oligopeptidase-like enzyme. Q4J6C6. recombinant PREPL, fluorescence polarization activity-based probe. inhibition, % at 5.96 µM. actives 0.68% (n = 320,000); in the data active means inhibition above about 43%;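 further: 0% = enzyme with DMSO and 100% = wells lacking enzyme; many of its hits are not listed in these tables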
# PAFAH2 inh: PAFAH2 (human) inhibition. Q99487. recombinant PAFAH2, FP-rhodamine activity probe, fluorescence polarization. inhibition, % at 3.39 µM. actives 0.99% (n = 340,000). AID 492956;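 active means inhibition above the mean over all tested compounds plus 3 SD, cut at about 30% in these data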;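 further: inhibitors block probe labeling of enzyme so polarization drops; 0% = enzyme with DMSO and 100% = wells lacking PAFAH2 protein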
# EBNA-1 inh: blocks EBNA-1 binding to DNA; EBNA-1 DNA binding, fluorescence polarization; inhibition, % at 14.8 µM; actives 0.34% (n = 300,000); in the data active means inhibition above about 28%
# Numbers without * were called inactive; nt = not tested or not shown. This is a subset; count on the stated rates, not on these rows.
no.	mol	LYPLA2 inh	PAD4 inh	ZTA DNA inh	GSTO1 inh	LYPLA1 counter
1	CCOc1ccccc1NC(=S)N1CCCCCC1	-6	-4	-12	-1	-3
2	O=C(OCC(=O)N1CCCc2ccccc21)c1cc(S(=O)(=O)N2CCOCC2)ccc1O	-2	0	-2	nt	-1
3	Cc1cnn(Cc2cccnc2)c1N	0	-1	14	1	-3
4	O=C1c2ccccc2C(=O)c2cc(S(=O)(=O)Nc3ccccc3)ccc21	3	-3	14	7	-2
5	Nc1ccc(C#Cc2c(-c3ccsc3)oc3ccc(N4CCOCC4)cc23)cc1	5	3	0	0	-6
6	COc1ccc(CC(=O)Nc2nc(-c3ccc(F)c(F)c3)cs2)cc1OC	-14	-3	6	1	-13
7	CSc1cc(C)nc(N(C)C(C)=O)n1	-5	2	8	5	-3
8	C/C(=N\Nc1nc(-c2ccccn2)nc2ccccc12)c1ccc(F)cc1	-1	0	5	-1	-1
9	Cc1ccc(NC(=O)CC2SCCNC2=O)cc1[N+](=O)[O-] (configuration not stated)	1	2	6	-6	-2
10	COc1ccccc1/C=C/C=NC1C(=O)N(c2ccccc2)[N+](C)=C1C (configuration not stated)	-4	5	13	-2	-3
11	COc1cc(OC)c(C(=O)OCC(=O)Nc2nnc(-c3ccccc3)o2)cc1OC	-2	-3	-7	nt	-4
12	CC1(C)NC(=O)N(CC(O)CN(c2ccccc2)S(=O)(=O)c2ccccc2)C1=O (configuration not stated)	-8	-3	1	3	0

no.	PAFAH1B3 inh	PREPL inhibitor	PAFAH2 inh	EBNA-1 inh
1	-2	-2	0	1
2	-3	8	73*	nt
3	9	-2	0	8
4	11	-13	18	-8
5	12	11	-1	0
6	-5	-8	-8	4
7	8	6	-2	-2
8	11	2	0	11
9	1	12	-1	15
10	8	-1	1	-2
11	4	8	3	nt
12	9	-4	-10	-2

# More entries
no.	mol	LYPLA2 inh	PAD4 inh	ZTA DNA inh	GSTO1 inh	LYPLA1 counter
13	CC(OC(=O)CCc1ccccc1)C(=O)Nc1ncc(Cl)cc1Cl (configuration not stated)	-2	-6	-1	3	-2
14	O=S(=O)(NCCc1c[nH]c2ccccc12)c1ccccc1	0	1	1	7	-1
15	CCc1ccc(NC(=O)Cn2c(SC)nc3ccccc32)cc1	6	0	0	18	-1
16	COc1cc(NC(=O)CCc2ccccc2)nc(OC)n1	4	0	-5	-3	-1
17	COc1ccccc1N(C)S(=O)(=O)c1ccc(C(=O)OCC(=O)NCC(F)(F)F)cc1	-5	-1	-2	1	-1
18	Cc1ccccc1-n1nc2c(c1NC(=O)c1ccc(Br)o1)CSC2	-8	-5	16	-15	-5
19	CC(C)CN(CC(C)C)CC(O)COc1ccccc1Br (configuration not stated)	-12	1	0	-4	-6
20	Cc1oc(-c2ccccc2)nc1C(=O)OCC(=O)NCc1ccccc1	1	0	28	nt	-1
21	Cn1c(N)c(C(=O)COC(=O)c2cccc(S(=O)(=O)N3CCOCC3)c2)c(=O)n(C)c1=O	nt	4	nt	nt	nt
22	N#Cc1nc(COc2ccc(Br)cc2)oc1N1CCCCCC1	0	-1	6	-2	4
23	COc1ccccc1NCC(=O)n1nc(C)cc1C	4	6	-4	-4	-2
24	CCOC(=O)CCc1c(C)nc2c(c(C)nn2-c2ccccc2)c1C	-7	-1	2	-2	-3

no.	PAFAH1B3 inh	PREPL inhibitor	PAFAH2 inh	EBNA-1 inh
13	0	9	-3	-6
14	-1	-25	2	6
15	4	4	-3	-3
16	0	-5	-3	-6
17	-2	6	11	7
18	-1	-7	-1	16
19	1	5	0	13
20	5	-8	-2	nt
21	2	22	2	nt
22	11	24	-3	4
23	7	14	-6	-2
24	6	4	2	7

# More compounds:
no.	mol	LYPLA2 inh	PAD4 inh	ZTA DNA inh	GSTO1 inh	LYPLA1 counter
25	Cc1cccc(C)c1OCC(=O)Nn1c(COc2ccccc2)nc2ccccc2c1=O	-1	-1	-7	2	-1
26	Cc1ccc(C(=O)NCCNC(=O)CN2CCCC2)cc1	-4	-1	9	-2	-1
27	CC(=O)C(Cc1ccc(Cl)nc1)Cc1ccc(Cl)nc1	-3	0	-2	15	-1
28	Cn1c(C(=O)NCc2cccs2)cc2c(=O)n(C)c3ccccc3c21	-8	1	-11	3	-1
29	Cc1c(CN2CCc3c([nH]c4ccccc34)C2C2CCCCC2)cnn1C (configuration not stated)	0	-1	-9	1	2
30	CCN(CC(=O)Nc1c(F)cccc1F)C(=O)c1ccc(OCc2c(C)noc2C)cc1	10	0	-2	nt	1
31	CCOC(=O)CSc1nnc(CNC(=O)c2ccc(OC)cc2OC)n1C	2	1	-7	0	2
32	COc1cccc(NC(=O)CSc2ncc(S(=O)(=O)c3ccccc3)c(=O)[nH]2)c1	2	2	17	-13	3
33	CCOC(=O)[C@H]1[C@H]2COc3ccccc3[C@@H]2N2C(=O)c3cc(F)c(F)cc3NC(=O)[C@@]12C	-2	-2	1	1	-1
34	COc1ccc(C2C3=C(CCCC3=O)Nc3c(-c4ccccc4)c(C)nn32)cc1 (configuration not stated)	9	-8	-1	7	-3
35	CC(=O)Nc1ccc(S(=O)(=O)NCc2nnnn2-c2ccc(Cl)cc2)cc1	6	0	7	13	5
36	COC(=O)CN(c1ccc(OC)cc1)S(=O)(=O)c1ccc(OC)c(OC)c1	5	0	1	-1	2

no.	PAFAH1B3 inh	PREPL inhibitor	PAFAH2 inh	EBNA-1 inh
25	-8	-7	-5	1
26	10	14	2	-5
27	5	14	7	-11
28	9	-2	5	-10
29	0	4	-14	-2
30	-2	6	2	nt
31	5	9	2	7
32	9	-7	7	-13
33	-3	-10	-2	-2
34	0	4	-10	-3
35	1	-4	-3	-1
36	6	-6	-5	-6

# Next results:
no.	mol	LYPLA2 inh	PAD4 inh	ZTA DNA inh	GSTO1 inh	LYPLA1 counter
37	COC(=O)CNC(=O)C(C)NC(=O)CNC(=O)OCc1ccccc1 (configuration not stated)	4	0	0	-6	-1
38	O=C(Cc1cccc2ccccc12)Nc1ccccc1C(=O)O	9	2	0	0	0
39	O=C(NN1C(=O)c2ccccc2NC1c1ccoc1)c1ccc([N+](=O)[O-])cc1 (configuration not stated)	2	5	-7	3	2
40	CCc1ccc(NC(=O)CCCN2C(=S)NC(C)(C)CC2C)cc1 (configuration not stated)	-4	-3	3	12	2
41	CCn1c(SCc2nc3ccccc3nc2C)nnc1-c1cccs1	-4	3	-5	28	2
42	CCCn1c(CCNC(=O)c2cccs2)nc2ccccc21	6	4	-17	7	1
43	CC(C)=CC(=O)N1CC[C@@H](N2CCN(c3ccccc3F)CC2)[C@H](O)C1	-1	-2	-2	5	-3
44	COCCn1c(SCc2ccc(C(=O)OC)o2)nc2ccccc2c1=O	5	-3	-7	-5	2
45	Cc1ccc(C)c(N2N=C(C(=O)Nc3cccnc3)CCC2=O)c1	-9	4	-1	nt	0
46	CC(C(=O)NC1CCCC1)N1CCN(S(=O)(=O)c2ccc(C(C)(C)C)cc2)CC1 (configuration not stated)	5	0	-6	nt	-1
47	CC(=O)c1cccc(NC(=S)NC(=O)c2ccccc2Cl)c1	8	-3	6	-16	-3
48	O=C(C[n+]1ccccc1)N/N=C/c1ccccc1F	6	-4	12	1	4

no.	PAFAH1B3 inh	PREPL inhibitor	PAFAH2 inh	EBNA-1 inh
37	5	-16	0	-3
38	-4	11	-2	6
39	5	1	1	-9
40	3	8	-3	-4
41	2	2	0	-1
42	4	11	-8	-6
43	8	-10	4	-2
44	-3	11	7	-2
45	1	3	-2	nt
46	-6	1	-6	nt
47	11	3	-6	11
48	nt	-1	nt	2

# The list goes on.
no.	mol	LYPLA2 inh	PAD4 inh	ZTA DNA inh	GSTO1 inh	LYPLA1 counter
49	CC(C)c1ccc(NS(=O)(=O)c2ccc3[nH]cc(C(=O)N4CCC(C(N)=O)CC4)c(=O)c3c2)cc1	-11	-5	-22	55*	0
50	O=C(Oc1ccccc1)c1ccc2c(c1)C(=O)N(Cc1ccncc1)C2=O	17	-1	-6	4	2
51	COc1ccc(Cl)cc1NC(=O)CN(C)CC(=O)NCc1ccc(F)cc1	nt	-10	nt	nt	nt
52	CC(Sc1nc(N2CCCCC2)c2c(c1C#N)CCCC2)C(=O)O (configuration not stated)	-8	2	12	0	-5
53	COc1ccc(C(=O)NCc2ccccc2OC)c(OC)c1	0	0	-8	-10	1
54	CC(=O)c1ccc(N2CCN(C(=S)NCCCN(C)C)CC2)cc1	-4	-5	3	5	2
55	COc1ccc(NCCNc2ccc(OC)cc2)cc1	5	-5	3	17	0
56	c1ccc(COc2cccc(CNCc3cccs3)c2)cc1	2	1	-1	1	1
57	CCN1CCCc2cc(CN(CCN3CCOCC3)C(=S)Nc3ccccc3OC)ccc21	0	-6	-12	13	-4
58	CCCN1CCc2c(sc(NC(=S)NC(=O)c3ccccc3)c2C#N)C1	2	-8	-20	10	1
59	O=C(CSc1ccccn1)Nc1cccc2ccccc12	-1	-6	3	7	0
60	COc1ccc(NC(=O)CC(NC(C)c2ccccc2)C(=O)O)cc1 (configuration not stated)	0	-6	-5	-5	-1

no.	PAFAH1B3 inh	PREPL inhibitor	PAFAH2 inh	EBNA-1 inh
49	6	10	1	-7
50	-1	16	-2	-6
51	8	15	-1	nt
52	3	8	-1	-10
53	3	13	-5	-10
54	6	-2	-5	-1
55	9	23	-10	-9
56	6	-48	-8	-6
57	9	21	7	3
58	5	61*	0	-1
59	0	6	6	2
60	12	14	36*	-10

# Additional records.
no.	mol	LYPLA2 inh	PAD4 inh	ZTA DNA inh	GSTO1 inh	LYPLA1 counter
61	COc1ccc(-c2cc(C(=O)Nc3ccccc3SC)no2)cc1OC	-1	-1	3	-2	-2
62	CC(=O)c1sc2nc(-c3ccco3)ccc2c1N	6	-4	-18	39*	2
63	CCn1ncc2c(OCc3ccc(C#N)cc3)cc(C)nc21	5	2	9	0	0
64	O=C(COC(=O)CSc1ccc([N+](=O)[O-])cc1)NCc1cccs1	-2	-4	-11	3	0

no.	PAFAH1B3 inh	PREPL inhibitor	PAFAH2 inh	EBNA-1 inh
61	5	3	-4	6
62	nt	17	nt	-8
63	7	15	7	4
64	3	-1	-5	-7

# Shown with values under each structure: 10 of the compounds above
# Each structure is followed by: LYPLA2 inh | PAD4 inh | ZTA DNA inh | GSTO1 inh | LYPLA1 counter | PAFAH1B3 inh | PREPL inhibitor | PAFAH2 inh | EBNA-1 inh
53	COc1ccc(C(=O)NCc2ccccc2OC)c(OC)c1
  0 | 0 | -8 | -10 | 1 | 3 | 13 | -5 | -10
54	CC(=O)c1ccc(N2CCN(C(=S)NCCCN(C)C)CC2)cc1
  -4 | -5 | 3 | 5 | 2 | 6 | -2 | -5 | -1
55	COc1ccc(NCCNc2ccc(OC)cc2)cc1
  5 | -5 | 3 | 17 | 0 | 9 | 23 | -10 | -9
56	c1ccc(COc2cccc(CNCc3cccs3)c2)cc1
  2 | 1 | -1 | 1 | 1 | 6 | -48 | -8 | -6
57	CCN1CCCc2cc(CN(CCN3CCOCC3)C(=S)Nc3ccccc3OC)ccc21
  0 | -6 | -12 | 13 | -4 | 9 | 21 | 7 | 3
58	CCCN1CCc2c(sc(NC(=S)NC(=O)c3ccccc3)c2C#N)C1
  2 | -8 | -20 | 10 | 1 | 5 | 61* | 0 | -1
59	O=C(CSc1ccccn1)Nc1cccc2ccccc12
  -1 | -6 | 3 | 7 | 0 | 0 | 6 | 6 | 2
60	COc1ccc(NC(=O)CC(NC(C)c2ccccc2)C(=O)O)cc1 (configuration not stated)
  0 | -6 | -5 | -5 | -1 | 12 | 14 | 36* | -10
61	COc1ccc(-c2cc(C(=O)Nc3ccccc3SC)no2)cc1OC
  -1 | -1 | 3 | -2 | -2 | 5 | 3 | -4 | 6
62	CC(=O)c1sc2nc(-c3ccco3)ccc2c1N
  6 | -4 | -18 | 39* | 2 | nt | 17 | nt | -8

# Screening data from PubChem BioAssay.
